PAD4 FP inh – human PAD4 inhibitors, primary screen, biochemical, fluorescence polarization, 1536-well format. Protein-arginine deiminase type-4 (Homo sapiens), Q9UM07. recombinant PAD4, RCA probe fluorescence polarization. inhibition, % at 6.36 µM. 330,000 tested, 0.41% active;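 active = percent inhibition above a cutoff equal to the mean of all tested compounds plus 3 SD, cut at about 15% in these data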;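 note: 0% = PAD4 with RCA probe and DMSO and 100% = probe without PAD4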
Target sequence (Q9UM07 whole entry, looked up): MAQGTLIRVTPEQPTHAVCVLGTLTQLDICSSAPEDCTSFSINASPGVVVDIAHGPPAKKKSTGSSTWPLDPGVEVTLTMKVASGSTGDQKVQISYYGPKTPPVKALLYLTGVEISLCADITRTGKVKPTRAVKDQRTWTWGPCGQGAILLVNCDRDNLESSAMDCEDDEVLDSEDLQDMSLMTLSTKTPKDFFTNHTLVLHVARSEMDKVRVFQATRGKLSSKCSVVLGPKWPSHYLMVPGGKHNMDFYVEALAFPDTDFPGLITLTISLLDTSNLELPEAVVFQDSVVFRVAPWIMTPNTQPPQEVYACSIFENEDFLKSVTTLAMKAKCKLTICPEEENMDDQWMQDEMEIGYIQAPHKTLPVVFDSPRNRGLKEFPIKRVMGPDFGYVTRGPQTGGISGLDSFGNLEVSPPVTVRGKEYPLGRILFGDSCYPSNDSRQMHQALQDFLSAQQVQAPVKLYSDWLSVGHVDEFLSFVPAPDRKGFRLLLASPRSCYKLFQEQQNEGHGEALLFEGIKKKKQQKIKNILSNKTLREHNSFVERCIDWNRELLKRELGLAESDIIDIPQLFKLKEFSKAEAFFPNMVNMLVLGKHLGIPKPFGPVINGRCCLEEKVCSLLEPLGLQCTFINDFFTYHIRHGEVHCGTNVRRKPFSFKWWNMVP
GSTO1 inh – inhibitors of recombinant GSTO1, primary screen, counter-screen for RBBP9 inhibitor project, biochemical, fluorescence polarization; AID 1974, 2009; Glutathione S-transferase omega-1 (Homo sapiens), P78417; activity-based probe fluorescence polarization; inhibition, % at 5.96 µM; 300,000 tested, 1.1% active;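 active = inhibition above the campaign mean inhibition plus 3 SD, cut at about 35% in these data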;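 note: 0% = GSTO1-1 with DMSO and 100% = wells lacking GSTO1-1 enzyme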
PME-1 inh – PME-1 inhibitors via competitive probe labeling, primary screen, biochemical, fluorescence polarization, FP-Rh probe, HTS; recombinant PME-1; inhibition, % at 5.9 µM; 320,000 tested, 0.53% active; AID 2130, 2009;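 active = inhibition above the campaign mean of all compounds plus 3 SD, cut at about 26% in these data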;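 note: competitive labeling of PME-1 active site by serine hydrolase directed probe; 0% = PME-1 with DMSO and 100% = wells lacking PME-1 enzyme; inhibitors block probe labeling so polarization falls and inhibition rises; many of its hits are not listed in these tables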
Target sequence (Q9Y570 whole entry, looked up): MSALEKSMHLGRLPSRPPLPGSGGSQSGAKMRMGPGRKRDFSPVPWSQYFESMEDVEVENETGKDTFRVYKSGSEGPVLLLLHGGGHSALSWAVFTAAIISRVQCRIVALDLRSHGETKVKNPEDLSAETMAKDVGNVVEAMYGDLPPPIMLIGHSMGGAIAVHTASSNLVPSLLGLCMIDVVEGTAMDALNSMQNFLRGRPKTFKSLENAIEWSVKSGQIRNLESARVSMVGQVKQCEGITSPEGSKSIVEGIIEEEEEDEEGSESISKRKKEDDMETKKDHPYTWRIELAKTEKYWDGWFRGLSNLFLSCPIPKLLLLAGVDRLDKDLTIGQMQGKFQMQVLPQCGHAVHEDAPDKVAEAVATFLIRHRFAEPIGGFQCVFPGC
Fam108B inh – mouse Fam108B serine hydrolase inhibitors, primary screen, counter-screen for RBBP9 inhibitor project, biochemical, fluorescence polarization; recombinant Fam108B, FP-Rh probe fluorescence polarization; inhibition, % at 9.51 µM; 300,000 tested, 0.33% active; AID 1947, 2009;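 active = inhibition above the screen mean inhibition plus 3 SD, computed separately per campaign, cut at about 18% in these data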;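 note: inhibitors lower polarization as less probe binds the enzyme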
PAFAH2 FP inh – PAFAH2 enzyme inhibitors, primary screen, biochemical, fluorescence polarization, human; Platelet-activating factor acetylhydrolase 2, cytoplasmic (Homo sapiens), Q99487; recombinant PAFAH2, FP-rhodamine activity probe; inhibition, % at 3.39 µM; 340,000 tested, 0.99% active;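 active = inhibition above the mean over all tested compounds plus 3 SD, cut at about 30% in these data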;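 note: inhibitors block probe labeling of enzyme so polarization drops; 0% = enzyme with DMSO and 100% = wells lacking PAFAH2 protein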
PAFAH1B2 FP inh – PAFAH1B2 enzyme inhibitors, primary screen, biochemical, fluorescence polarization, human. inhibition, % at 3.39 µM. recombinant PAFAH1B2, FP-rhodamine activity probe. 340,000 tested, 1.2% active;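 active = inhibition above the mean of all tested compounds plus 3 SD, cut at about 24% in these data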;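 note: 0% = enzyme with DMSO and 100% = wells lacking PAFAH1B2; many of its hits are not listed in these tables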
LYPLA1 inh – LYPLA1 inhibitors, primary screen, counter-screen for PME1 inhibitor project, biochemical, fluorescence polarization, FP-Rh probe ABPP; Acyl-protein thioesterase 1 (Homo sapiens), O75608; recombinant LYPLA1; inhibition, % at 5.9 µM; 320,000 tested, 0.16% active;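 active = inhibition above the mean of all tested compounds plus 3 SD, set per campaign, cut at about 14% in these data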;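 note: inhibitors block serine hydrolase probe labeling of LYPLA1 so polarization falls; 0% = enzyme with DMSO and 100% = wells lacking LYPLA1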
pPAFAH inh – pPAFAH enzyme inhibitors, primary screen, biochemical, fluorescence polarization, human | 330,000 tested, 1.5% active | inhibition, % at 3.39 µM | recombinant pPAFAH, FP-rhodamine probe fluorescence polarization | Platelet-activating factor acetylhydrolase (Homo sapiens), Q13093;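 active = inhibition above the mean inhibition across the screen plus 3 SD, cut at about 25% in these data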;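 note: inhibitors block binding of the rhodamine activity-based probe so polarization drops; 0% = enzyme with DMSO and 100% = wells lacking pPAFAH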
PAFAH1B3 inh – PAFAH1B3 enzyme inhibitors, primary screen, biochemical, fluorescence polarization, human; inhibition, % at 3.39 µM; recombinant PAFAH1B3, FP-rhodamine probe; 340,000 tested, 0.28% active; AID 492972, 2010; Platelet-activating factor acetylhydrolase IB subunit alpha1 (Homo sapiens), Q15102;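 active = inhibition above the screen-wide average of all tested compounds plus 3 SD, cut at about 25% in these data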;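 note: 0% = enzyme with DMSO only and 100% = wells lacking PAFAH1B3 protein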
Active calls of the source: *; nt = no result given. This is a subset; the hit share may differ from the screen's.

item	structure	PAD4 FP inh	GSTO1 inh	PME-1 inh	Fam108B inh	PAFAH2 FP inh	PAFAH1B2 FP inh	LYPLA1 inh	pPAFAH inh	PAFAH1B3 inh
1	Cc1cccc(N2C(=O)CC(Sc3nc(-c4ccccc4)c4cc(Cl)ccc4n3)C2=O)c1 (stereo not drawn)	-5	5	-8	-4	-12	-4	-2	0	0
2	CC(C)c1ccc(OCC(=O)NC2=NCCS2)cc1	0	11	-3	3	1	7	-4	4	7
3	CCOc1ccc(NC(=O)CN(C)C(=O)Cc2c[nH]c3ccccc23)cc1OCC	-3	2	2	3	1	-1	0	7	0
4	Cc1sc2ncnc(NCC3CCCO3)c2c1C (stereo not drawn)	-3	1	1	3	-15	-2	-1	1	-3
5	COc1cc(Cl)c(C)cc1NC(=O)COC(=O)C(NS(=O)(=O)c1ccc(Cl)cc1)C(C)O (stereo not drawn)	0	0	4	-2	-1	0	-4	5	7
6	COc1ccc(C(C)NC(=S)NC2CCCCC2)cc1OC (stereo not drawn)	-5	0	-2	1	3	3	-1	2	6
7	Cc1nc2ccccn2c(=O)c1NC(=O)c1cccc2ccccc12	-9	-2	0	3	-3	4	-4	0	7
8	CN(C)S(=O)(=O)c1cccc(NC(=O)COC(=O)COc2ccccc2[N+](=O)[O-])c1	4	15	-4	0	1	1	-3	7	2
9	Cc1ccc(S(=O)(=O)NCCC(=O)NC2CCCCCC2)cc1C	-8	nt	nt	nt	3	6	nt	5	1
10	Cc1ccc(N2CC(C(=O)NCc3ccco3)CC2=O)cc1Cl (stereo not drawn)	-1	3	-1	0	1	4	1	1	5
11	CC(=O)c1cccc(NC(=O)C(=O)Nc2cccc3ccccc23)c1	-2	0	1	2	-5	-2	1	0	6
12	CN1CCCC(CC2Oc3ccccc3Sc3ccccc32)C1 (stereo not drawn)	-3	0	-1	0	-3	-2	0	5	-5
13	O=C(Nc1ccncc1)c1ccc(Cl)c([N+](=O)[O-])c1	2	21	-2	0	-4	1	0	-1	0
14	CCCOc1ccc(C(=O)Nc2ccc3c(c2)OCO3)cc1	-2	8	-5	1	-2	0	2	2	-2
15	C=CCc1cccc(/C=N/c2ncccc2O)c1O	-5	20	4	-2	3	9	0	9	10
16	CCOC(=O)c1c(-c2ccco2)csc1NC(=O)COC(=O)c1cnc(C)cn1	-11	14	4	5	-4	6	0	18	0
17	O=C(NCc1ccc2c(c1)OCO2)c1ccc2c(c1)C(=O)N(Cc1cccnc1)C2=O	3	-7	3	-2	-5	2	-1	3	0
18	Cc1cc(C2=CC(=O)C[C@H](c3ccc4c(c3)OCO4)C2)ccc1F	-2	nt	1	nt	-4	0	2	6	13
19	Cc1cccc(NC(=O)CN2CCN(CC(=O)Nc3ccc(-c4ccccc4)cc3)CC2)c1C	-3	6	0	-4	-8	3	-6	0	-2
20	CCCc1nn(C)c(C(N)=O)c1[N+](=O)[O-]	-2	4	0	-2	-3	2	-1	3	-1
21	O=[N+]([O-])c1cncc([N+](=O)[O-])c1Nc1ccccc1Cl	-4	14	-4	1	5	6	-1	4	8
22	Cc1nc2c(-c3ccccc3)c(C)nn2c(C)c1CCC(=O)NCc1ccco1	-2	7	-7	1	-7	-1	-2	-1	3
23	COc1ccc(/C=N/NC(=O)c2cccnc2)cc1CSc1ccccn1	2	-2	-3	0	2	3	-3	-4	5
24	COc1ccc(C(=O)C[n+]2ccc3c(c2)nnn3-c2ccccc2)cc1	-5	4	-2	-3	-8	-2	-2	0	4
25	Cc1nn2c(N3CCOCC3)cc(C(C)C)nc2c1-c1ccccc1	-6	-4	7	1	-7	0	0	4	6
26	CC(C)Cc1ccc(C(C)C(N)=Nc2ccc(O)cc2)cc1 (stereo not drawn)	3	1	4	1	2	4	1	3	2
27	Cc1ccc(/C=N/NC(=O)CC(=O)NCc2cccnc2)cc1	2	3	-2	0	-5	3	-5	1	2
28	Cc1cc(Oc2ccc(=O)n(C)n2)nc(SCC(N)=O)n1	-7	0	0	-5	2	-3	-3	-1	7
29	COc1ccc(-c2nnc(SCC(=O)N3CCCCC3)o2)c(OC)c1	-5	-2	4	-6	-7	-3	-1	0	3
30	C=CCn1c(=O)[nH]c2cc(C(=O)N3CCN(c4ccc(C(C)=O)cc4)CC3)ccc2c1=O	0	-3	-8	-2	9	-1	0	17	3
31	O=S(=O)(NCc1cn2ccccc2n1)c1ccccc1F	-5	4	-8	-5	6	4	0	2	2
32	CC(=O)NC(=O)c1cnn(-c2ccccc2)c1N	0	6	-3	0	-3	0	-2	5	3
33	COc1cc2ccccc2cc1C(=O)N(CCN(C)C)c1nc2ccc(C)cc2s1	2	-8	-5	-5	-2	1	-5	1	1
34	O=C(Cc1ccccc1)Nc1nccs1	0	7	-3	-1	1	10	-2	1	-1
35	Cc1nn(C)c(Cl)c1S(=O)(=O)N[C@@H](c1ccccc1)[C@]1(C)C[C@H]1[C@@H](C)C(=O)Nc1ccc2ccccc2c1	-5	-11	-34	-24	-14	4	-17	9	1
36	Cc1ccc2[nH]c3c(=O)n4c(nc3c2c1)SCC4	-2	0	9	2	12	5	3	-1	-3
37	N#CC1=C2N=C(N)c3c(sc4c3CCCCC4)N2C2=C(C(=O)CCC2)C1c1ccccc1 (stereo not drawn)	-7	22	25	6	12	7	-1	30*	12
38	O=C(c1ccc(Cl)c([N+](=O)[O-])c1)N1CCN(Cc2ccc3c(c2)OCO3)CC1	-3	7	3	-4	-1	2	-1	1	12
39	Cc1ccc2c(c1)c1c(c(=O)n(-c3ccccc3C)c(=O)n1CC(=O)NCC1CCCO1)n2C (stereo not drawn)	-3	0	0	2	1	5	-1	2	11
40	COc1cc([N+](=O)[O-])cc2sc(NC(C)=O)nc12	-5	2	13	-4	-3	0	0	4	4

Only PAFAH2 FP inh, for six of the compounds above:
| no. | mol | PAFAH2 FP inh |
| --- | --- | --- |
| 32 | CC(=O)NC(=O)c1cnn(-c2ccccc2)c1N | -3 |
| 33 | COc1cc2ccccc2cc1C(=O)N(CCN(C)C)c1nc2ccc(C)cc2s1 | -2 |
| 34 | O=C(Cc1ccccc1)Nc1nccs1 | 1 |
| 35 | Cc1nn(C)c(Cl)c1S(=O)(=O)N[C@@H](c1ccccc1)[C@]1(C)C[C@H]1[C@@H](C)C(=O)Nc1ccc2ccccc2c1 | -14 |
| 36 | Cc1ccc2[nH]c3c(=O)n4c(nc3c2c1)SCC4 | 12 |
| 37 | N#CC1=C2N=C(N)c3c(sc4c3CCCCC4)N2C2=C(C(=O)CCC2)C1c1ccccc1 (stereo not drawn) | 12 |

An excerpt of these results, field by field.
[5] COc1cc(Cl)c(C)cc1NC(=O)COC(=O)C(NS(=O)(=O)c1ccc(Cl)cc1)C(C)O (stereo not drawn)
- PAD4 FP inh: 0
- GSTO1 inh: 0
- PME-1 inh: 4
- Fam108B inh: -2
- PAFAH2 FP inh: -1
- PAFAH1B2 FP inh: 0
- LYPLA1 inh: -4
- pPAFAH inh: 5
- PAFAH1B3 inh: 7

[6] COc1ccc(C(C)NC(=S)NC2CCCCC2)cc1OC (stereo not drawn)
- PAD4 FP inh: -5
- GSTO1 inh: 0
- PME-1 inh: -2
- Fam108B inh: 1
- PAFAH2 FP inh: 3
- PAFAH1B2 FP inh: 3
- LYPLA1 inh: -1
- pPAFAH inh: 2
- PAFAH1B3 inh: 6

[7] Cc1nc2ccccn2c(=O)c1NC(=O)c1cccc2ccccc12
- PAD4 FP inh: -9
- GSTO1 inh: -2
- PME-1 inh: 0
- Fam108B inh: 3
- PAFAH2 FP inh: -3
- PAFAH1B2 FP inh: 4
- LYPLA1 inh: -4
- pPAFAH inh: 0
- PAFAH1B3 inh: 7

(listing goes on)
item	structure	PAD4 FP inh	GSTO1 inh	PME-1 inh	Fam108B inh	PAFAH2 FP inh	PAFAH1B2 FP inh	LYPLA1 inh	pPAFAH inh	PAFAH1B3 inh
41	COC(=O)C1=C(C(=O)OC)[C@@H]2N(C)c3ccccc3[C@@]23C[C@@H](C(=O)OC)N(C(=O)c2cc(C)oc2C)C3=N1	2	5	10	-6	6	5	4	4	10
42	O=C1NCCCC1C(=O)N/N=C/c1cccc(O)c1 (stereo not drawn)	-2	6	7	-2	0	0	-4	-3	7
43	Cn1c(SCC(=O)NC2CCCC2)nc2cccnc21	-4	12	1	1	2	0	5	-1	-1
44	O=C(O)CC(C(=O)OCC1CCCO1)N1CCOCC1 (stereo not drawn)	5	-3	7	3	-9	4	1	2	5
45	O=C(CSc1n[nH]c(-c2cccnc2)n1)Nc1ccccc1C(F)(F)F	4	3	2	4	-3	-4	1	-4	-2
46	COc1ccc([C@H]2CC(=O)C=C(c3c(C)cc(C)cc3C)C2)cc1	-4	nt	-3	nt	-1	-1	-1	-1	2
47	Cc1ccc(OCC(=O)NC(C)c2ccccc2)c([N+](=O)[O-])n1 (stereo not drawn)	3	5	-4	2	6	11	1	2	7
48	O=C(NCc1ccncc1)C(F)(F)C(F)(F)C(=O)NCc1ccncc1	4	7	-8	3	-9	-3	2	4	6
49	Cc1c(/C=C/C(=O)c2ccc(O)cc2)cnn1C	-4	0	3	3	-4	0	-1	-5	2
50	CC(C)CN(C(=O)c1ccc(S(=O)(=O)N2CCOCC2)cc1)C1CCS(=O)(=O)C1 (stereo not drawn)	-1	13	0	3	0	-1	3	2	0
51	Clc1ccccc1CSC1=NCCN1	1	13	-1	-1	-2	3	4	0	6
52	CCc1cccc(CC)c1NC(=O)c1cccc(N)c1	-4	2	1	-1	-3	2	-2	-3	-7
53	Cc1cccc2cc(CN(Cc3ccc(F)cc3)C(=O)N3CCOCC3)c(=O)[nH]c12	2	3	-4	0	-4	-1	-2	5	7
54	COc1ccccc1NC(=O)CCC(=O)Nc1cc(OC)c(NC(=O)c2cccs2)cc1OC	4	-2	0	1	15	5	-1	7	8
55	Cn1cccc1C1C(C#N)=C(N)OC2=C1C(=O)CCC2 (stereo not drawn)	1	7	-5	1	nt	nt	-1	0	nt
56	CC1CCCCC1NC(=O)CSc1nnc(CN2CCOCC2)n1C (stereo not drawn)	-3	3	-1	0	4	1	0	2	-4
57	CC(C)OP(=O)(OC(C)C)C(NC(=O)c1ccc(Br)cc1)c1ccccc1 (stereo not drawn)	-2	-7	8	-2	6	1	-1	1	1

Single records, as listed above.
CC1CCCCC1NC(=O)CSc1nnc(CN2CCOCC2)n1C (stereo not drawn) as listed: PAD4 FP inh: -3; GSTO1 inh: 3; PME-1 inh: -1; Fam108B inh: 0; PAFAH2 FP inh: 4; PAFAH1B2 FP inh: 1; LYPLA1 inh: 0; pPAFAH inh: 2; PAFAH1B3 inh: -4
Cn1c(SCC(=O)NC2CCCC2)nc2cccnc21 as listed: PAD4 FP inh: -4; GSTO1 inh: 12; PME-1 inh: 1; Fam108B inh: 1; PAFAH2 FP inh: 2; PAFAH1B2 FP inh: 0; LYPLA1 inh: 5; pPAFAH inh: -1; PAFAH1B3 inh: -1
